Screening results (PubChem BioAssay)
TRb-SRC2 inh = inhibitors of human thyroid hormone receptor beta-SRC2 interaction; P10828; Potency, µM (highest dose often 106 µM), inactives show at the top dose activity change, negative = inhibition, hits mostly inhibitors; AID 1469; TRbeta-SRC2 peptide binding, fluorescence polarization; receptor liganded with 1 µM T3; 280,000 compounds, 0.065% hits;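 also: potency is read from the fitted curve at half-maximal effect; plate controls were bound peptide for no effect and peptide without receptor for full effect; nearly all actives have a fitted effect of over 50% in size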
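A fluorescence polarization screen tested compounds at multiple concentrations against complex formation between 0.6 uM TRb ligand-binding domain and 20 nM Texas Red SRC2 peptide, with 1 uM T3 present; readout after 5 hr.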
TexasRed fluor = counter-screen for TRb-SRC2 inhibitors: fluorescence interference; Potency, µM (titrated, usually from 106 µM), inactives show at the highest dose fluorescence change, negative = quenching; 280,000 compounds, 0.29% hits; TRb/SRC2 Texas Red total fluorescence interference; active = well fitted curve in either direction with a large enough effect; inconclusive = small, poorly fitted or top-dose-only effect; also: potency is read from the fitted curve at half-maximal effect; % is scaled to controls: 0 for no effect and ±100 for the full control effect
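Human TRb ligand-binding domain at 0.6 uM with 20 nM Texas Red SRC2 peptide in Tris buffer containing 1 uM T3 and 5% DMSO, incubated with compound 5 h at ambient temperature. Total fluorescence (555/632 nm) calculated as parallel + 2 × perpendicular.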
Epigenetic derep = derepresses silenced GFP reporter in murine cells | Potency, µM (top dose mostly 53.9 µM), inactives show at the top dose GFP activation, hits mostly activators | AID 1865 | murine LDR cells, GFP reporter derepression, 30 h | 280,000 compounds, 0.2% hits; also: potency is read from the fitted curve at half-maximal effect; % of control where 0% means no effect; nearly all actives have a fitted effect of over 60% in size
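Murine LDR cells bearing a silenced CMV-driven GFP reporter were exposed to compound for 30 h at 37 C. After PBS washes, GFP-positive cells (20-120 um objects) counted by laser-scanning microplate cytometry.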
Tau fluor cs = counter-screen for tau fibril formation inhibitors; 280,000 compounds, 0.93% hits; AID 1463; tau K18 P301L Alexa594 fluorescence, heparin fibrillization; Potency, µM (doses to about 57.7 µM), inactives show top-dose activity change, negative = decrease; also: potency is read from the fitted curve at half-maximal effect; % is scaled to controls: 0 for no effect and ±100 for the full control effect; nearly all actives have a fitted effect of over 55% in size
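Human tau K18 P301L (15 uM unlabeled, 0.24 uM Alexa 594-labeled) in 100 mM sodium acetate pH 7 with 20 uM heparin, 6 hr at 37 C. ThT 30 uM added, 1 hr ambient; Alexa 594 FP and total fluorescence read at 555/632 nm.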
NPSR antag = blocks cAMP signaling of the human neuropeptide S receptor; Q6W5P4; CHO-NPSR cells, cAMP TR-FRET, antagonist mode; Potency, µM (doses to about 38.3 µM), without a hit: at the top dose activity change, negative = inhibition, hits mostly inhibitors; 220,000 compounds, 1% hits; AID 1461; also: potency is read from the fitted curve at half-maximal effect; % is scaled to controls: 0 for no effect and ±100 for the full control effect; nearly all actives have a fitted effect of over 50% in size; many of its hits are not listed in these tables
Target sequence (Q6W5P4 whole entry, looked up): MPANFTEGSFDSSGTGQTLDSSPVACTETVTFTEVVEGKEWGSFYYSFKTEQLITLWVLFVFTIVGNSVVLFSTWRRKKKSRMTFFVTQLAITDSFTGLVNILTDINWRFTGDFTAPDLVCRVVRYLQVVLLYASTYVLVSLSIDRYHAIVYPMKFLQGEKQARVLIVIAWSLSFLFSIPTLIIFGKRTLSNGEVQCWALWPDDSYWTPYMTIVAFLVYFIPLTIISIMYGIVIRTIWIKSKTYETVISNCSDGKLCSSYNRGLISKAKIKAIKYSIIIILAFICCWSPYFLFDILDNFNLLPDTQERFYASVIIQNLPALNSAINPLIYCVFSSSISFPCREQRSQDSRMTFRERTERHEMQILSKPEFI
GLA spleen mod = inhibits or activates alpha-galactosidase in human spleen homogenate; human spleen homogenate, 4MU-alpha-Gal fluorescence, 40 min; P06280; 240,000 compounds, 0.008% hits; Potency, µM (series often up to 80 µM), for the others: top-dose activity change, negative = inhibition, hits mostly inhibitors;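 also: potency is read from the fitted curve at half-maximal effect; 0% = enzyme with vehicle and -100% = no enzyme basal signal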
Target sequence (P06280 32-429 limits assumed): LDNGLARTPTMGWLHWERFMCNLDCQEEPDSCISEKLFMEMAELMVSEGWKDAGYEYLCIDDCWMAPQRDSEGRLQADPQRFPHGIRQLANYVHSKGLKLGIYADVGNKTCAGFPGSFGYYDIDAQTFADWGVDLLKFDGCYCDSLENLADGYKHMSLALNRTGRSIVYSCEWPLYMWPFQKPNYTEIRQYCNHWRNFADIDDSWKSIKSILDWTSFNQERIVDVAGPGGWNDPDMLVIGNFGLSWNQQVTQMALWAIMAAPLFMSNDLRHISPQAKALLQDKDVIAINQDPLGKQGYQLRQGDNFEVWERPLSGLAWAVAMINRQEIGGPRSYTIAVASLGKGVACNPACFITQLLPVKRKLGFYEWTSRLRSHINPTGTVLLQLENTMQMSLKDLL
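Inhibition or activation of alpha-galactosidase in human spleen homogenate is scored by 4-MU fluorescence after 40 min at 37C, pH 5.0, with 1 mM substrate. AC50s come from concentration-response fitted to the Hill equation.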
CBFb-RUNX1 inh = inhibitors of human CBF-beta and RUNX1 interaction; Potency, µM (highest dose often 59.8 µM), without a hit: at the highest dose activity, negative = inhibition, hits mostly inhibitors; AlphaScreen CBFb-His/RUNX1-biotin binding, biochemical; 230,000 tested, under 10 active; Q01196+Q13951; AID 1477; also: % of control where 0% means no effect
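Compounds were screened at multiple concentrations against a preformed CBF-beta(His)/RUNX1(biotin) complex (30 nM of each) for 15 min at room temperature, followed by 90 min with nickel and streptavidin beads and AlphaScreen reading.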
Tau FP inhib = tau fibrillization inhibition (FP) | P10636 | K18 P301L tau heparin fibrillization, Alexa594 FP, 6 h | Potency, µM (titrated, usually from 57.7 µM), for inactives: at the highest dose activity, negative = inhibition, hits mostly inhibitors | 280,000 compounds, 0.39% hits | AID 1468; also: potency is read from the fitted curve at half-maximal effect; % is scaled to controls: 0 for no effect and ±100 for the full control effect; nearly all actives have a fitted effect of over 55% in size
Target sequence (P10636 561-689 P618L limits assumed): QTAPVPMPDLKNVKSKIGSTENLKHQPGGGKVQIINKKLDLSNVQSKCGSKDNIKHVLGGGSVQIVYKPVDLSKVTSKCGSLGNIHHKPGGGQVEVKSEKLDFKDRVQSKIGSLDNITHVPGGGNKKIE
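Compound effects on tau fibrillization are measured by Alexa 594 fluorescence polarization (ex 555, em 632 nm). K18 P301L tau is used at 15 uM with 0.24 uM labeled tracer, and 20 uM heparin induces aggregation over 6 hr at 37 C.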
Starred values were filed as active, the others as inactive; ? = inconclusive; nt = not tested or not shown; [ ] = dose if it differs, or a comment. Unless noted, calls follow the shape of the dose curve; as a rule, active = well fitted curve in the direction sought with a large enough effect; inconclusive = small, poorly fitted or top-dose-only effect, or another doubt; inactive = no such curve, though single readings can be large; an effect the other way counts as inactive or inconclusive.

SMILES	TRb-SRC2 inh	TexasRed fluor	Epigenetic derep	Tau fluor cs	NPSR antag	GLA spleen mod	CBFb-RUNX1 inh	Tau FP inhib
Cc1ccc(-n2cc(-c3ccccc3)[nH]c2=O)cc1F	-2%	-3%	-2.0%	-12%	1%[46.1 µM]	0%	5%	-2%
Nc1c(S(=O)(=O)c2cccs2)c2nc3ccccc3nc2n1CC1CCCO1 (stereo not given)	-14%	-1%	0.0%	-14%	-25%[46.1 µM]	?	20%	-14%
Cc1ccccc1NC(=O)c1ccc(F)c(S(=O)(=O)NC2CCCC2)c1	2%	-2%	2.6%	-4%	nt	nt	nt	1%
COc1ccc(NC(=O)/C=N/O)cc1	-9%	-2%	-2.5%	-3%	12%	9%	19%	4%
CCCCn1c(=O)c2ccccc2c2ccccc2c1=O	-19%	1%	-1.0%	-15%	-8%[46.1 µM]	-21%	28%	-9%
CCC(=O)Nc1cccc(C2=NOC3(C2)C[C@@H](C(N)=O)N(C(=O)C(c2ccccc2)c2ccccc2)C3)c1 (stereo not given in full)	3%	-2%	1.6%	16%	1%	5%	8%	-2%
COC(=O)c1ccc(C(=O)OC)c(NS(C)(=O)=O)c1	1%	3%	0.0%	5%	-6%[46.1 µM]	17%	5%	3%
O=C(/C=C/c1cccnc1)c1ccc(O)cc1	9%	-1%	0.0%	-9%	8%	-8%	5%	6%
CC(C)(C)S(=O)(=O)c1cnc(-c2ccc(Cl)cc2)nc1N	0%	0%	2.1%	-15%	-6%	4%	1%	-4%
CCCN(c1ccccc1F)S(=O)(=O)c1cc(-c2cc(C)no2)ccc1C	7%	-1%	-5.3%	-29%	nt	nt	nt	-9%
Cc1[nH]c2ccccc2c1CC(=O)O	-5%	-4%	-1.0%	-3%	2%[46.1 µM]	4%	3%	4%
COc1ccc(OC)c(-n2c(Cn3c(-c4ccccn4)nc4ccccc43)n[nH]c2=S)c1	6%	-3%	-1.1%	5%	-1%	6%	12%	3%
COCCn1c(=O)[nH]c2cc(C(=O)NC(C)C)ccc2c1=O	-17%	2%	-0.5%	-10%	3%[46.1 µM]	?	15%	-10%
O=C(CSc1nnc(Cc2cccs2)n1CCc1ccccc1)N1CCCc2ccccc21	-14%	-1%	-4.4%	0%	?	2%	0%	-1%
Nc1cccc(C(=O)Nc2ccc3nc(-c4cccnc4)[nH]c3c2)c1	-1%	-3%	0.0%	-29%	-5%	-1%	-3%	-3%
CCOC(=O)c1c(C)[nH]c(/C(C)=N/O)c1C	-13%	0%	-5.2%	2%	0%[7.67 µM]	?	5%	2%
CCS(=O)(=O)N1CCN(Cc2ccc([N+](=O)[O-])cc2)CC1	8%	-3%	0.0%	-5%	16%	7%	0%	9%
Cc1cc(C)n(CC(O)Cn2ccc3ccccc32)n1 (stereo not given)	0%	-2%	0.1%	-3%	10%[46.1 µM]	2%	2%	4%
O=C1c2ccccc2NC2CCCCCN12 (stereo not given)	8%	-2%	0.8%	-1%	8%[46.1 µM]	2%	-4%	-1%
N#Cc1cccc(NC(=O)CSc2ccccc2)c1	1%	3%	-2.1%	-9%	-2%[46.1 µM]	2%	3%	-2%
CC1CCCN(C(=O)C2CCN(CC(C)c3ccccc3)CC2)C1 (stereo not given)	0%	-7%	0.0%	-1%	2%[46.1 µM]	-1%	0%	-4%
COC(=O)c1cccc(NC(=O)CSc2nnc(C)n2Cc2ccccc2)c1	-2%	-2%	-0.9%	-5%	-3%[46.1 µM]	-14%	2%	-2%
COc1cccc(Nc2nc(CC(C)=O)ns2)c1	-11%	-2%	?	-1%	2%[46.1 µM]	-10%	0%	10%
COc1cccc(CNC(=O)CSc2ncc(S(=O)(=O)c3ccc(Br)cc3)c(=O)[nH]2)c1	2%	8%	-0.1%	-9%	nt	nt	nt	-2%
CC(C)n1cc(/C=N/NC(=O)COc2cccc3cccnc23)c2ccccc21	-7%	-3%	2.6%	-19%	-25%[46.1 µM]	-5%	-1%	8%
SMILES	TRb-SRC2 inh	TexasRed fluor	Epigenetic derep	Tau fluor cs	NPSR antag	GLA spleen mod	CBFb-RUNX1 inh	Tau FP inhib
COc1ccc(Cc2nnc(N/N=C/c3ccc(C)o3)[nH]c2=O)cc1	6%	3%	0.0%	-12%	-3%	-2%	?	3%
CC(OC(=O)Cc1c(F)cccc1Cl)C(=O)NCCC1=CCCCC1 (stereo not given)	9%	5%	0.0%	-9%	-15%	7%	12%	7%
Cc1cc(Cc2ccc(N)c(C)c2)ccc1N	-10%	0%	-0.4%	-18%	3%	-4%	-4%	0%
C=CCn1c(SCc2nc3sc(C(=O)O)c(C)c3c(=O)[nH]2)nnc1-c1ccc(C(C)(C)C)cc1	-1%	-1%	1.1%	-11%	14%	-7%	1%	2%
COCCCNC(NC(=O)c1ccc(Br)cc1)C(Cl)(Cl)Cl (stereo not given)	9%	-6%	-0.9%	-5%	3%[46.1 µM]	-6%	2%	0%
O=C(c1ccccc1)c1ccccc1N1C(=O)C=CC1=O	-2%	-1%	2.9%	1%	?	10%	-5%	3%
COc1ccc(CC(=O)NCC(c2cccs2)S(=O)(=O)c2ccc(F)c(C)c2)cc1 (stereo not given)	5%	0%	-3.8%	-6%	nt	nt	nt	6%
Cc1cc(C)n(C2CC(=O)N(c3ccc(Cl)c(Cl)c3)C2=O)n1 (stereo not given)	3%	0%	2.9%	-16%	-18%	6%	2%	-11%
COC(=O)c1cccc(NS(C)(=O)=O)c1	0%	0%	0.2%	7%	-7%	-1%	3%	-2%
CC(=O)NCCNC(=O)CCCc1nnc2n(CC(C)C)c(=O)c3sccc3n12	5%	-3%	2.8%	-3%	nt	nt	nt	0%
CN(c1ccc(C(=O)NCCSC(C)(C)C)cc1)S(C)(=O)=O	7%	2%	-1.0%	4%	0%[46.1 µM]	6%	8%	2%
O=c1oc2ccccc2cc1O	-4%	-3%	-1.3%	-6%	nt	4%	-2%	7%
CN(CC(=O)O/N=C(\N)c1ccc([N+](=O)[O-])cc1)S(=O)(=O)c1ccccc1	-1%	-1%	0.0%	?	?	7%	-19%	6%
COc1ccccc1NC(=O)CCC(=O)N1CC(C)Oc2ccc(C)cc21 (stereo not given)	1%	0%	-2.7%	-2%	nt	nt	nt	-3%
CCN1CCCC1CNC(=O)C(=O)NC1CC1 (stereo not given)	8%	-1%	-4.0%	-3%	9%	11%	4%	-6%
CCCC1(C(=O)OC)NC(c2ccc(OC)c(OC)c2)C2C(=O)N(c3ccc4c(c3)OCO4)C(=O)C21 (stereo not given)	3%	0%	-0.7%	-4%	9%[46.1 µM]	22%	-4%	6%
Cn1nnc2c(N3CCN(c4ccccc4F)CC3)ncnc21	-4%	2%	-0.2%	0%	nt	nt	nt	-13%
COc1ccc(CCNC(=O)C(C)c2ccc([N+](=O)[O-])cc2)cc1 (stereo not given)	-4%	-2%	-0.4%	-2%	-17%	0%	7%	7%
O=C(Nc1ccc(Cl)cc1)Nc1nnc(-c2ccncc2)s1	-2%	-2%	0.0%	-24%	-19%	1%	3%	-7%
O=C(NNC1=NS(=O)(=O)c2ccccc21)c1ccc(Cl)cc1	0%	-3%	0.1%	5%	4%	-2%	10%	5%
COc1cccc(OCCc2c(C)n[nH]c2C)c1	1%	1%	-2.6%	-2%	1%[46.1 µM]	1%	0%	4%
CCOC(=O)N1N=C(c2ccc(C)cc2)CC1(O)C(F)(F)F (stereo not given)	13%	0%	-0.9%	2%	-20%[46.1 µM]	1%	17%	10%
CCn1c(SCC(=O)Nc2ccc(C(=O)OC)cc2)nnc1-c1cccs1	7%	1%	0.8%	-3%	?	3%	6%	4%
Cc1ccc2c(c1)-c1onc(C(=O)N3CCN(c4cc(Cl)ccc4C)CC3)c1CO2	4%	-11%	1.4%	1%	nt	nt	nt	-11%
COc1ccc2[nH]c3nc(SCc4nnc(-c5ccccc5)o4)nnc3c2c1	-3%	0%	5.3%	-22%	-15%[46.1 µM]	9%	-1%	0%
SMILES	TRb-SRC2 inh	TexasRed fluor	Epigenetic derep	Tau fluor cs	NPSR antag	GLA spleen mod	CBFb-RUNX1 inh	Tau FP inhib
CCCC[C@@H]1C[C@H]1C(NC(=O)c1ccccc1)c1ccccc1 (stereo not given in full)	-3%	-1%	0.3%	-12%	nt	2%	-17%	-14%
CCCCn1c(-c2csc3ccccc23)n[nH]c1=S	-7%	-1%	6.3%	-12%	4%[46.1 µM]	6%	5%	0%
COc1ccc(/C=C/C(=O)OCc2cc(=O)n3c(n2)sc2ccccc23)cc1	1%	2%	-0.9%	-17%	-5%[46.1 µM]	3%	0%	-2%
CCc1ccccc1NC(=O)c1nc2nc(C)cc(C(F)F)n2n1	-2%	3%	-0.1%	1%	nt	nt	nt	-3%
CCCS(=O)(=O)c1ccc(COC(=O)c2ccc(NC(C)=O)cc2)cc1	-11%	2%	-1.3%	-10%	-24%	1%	0%	0%
CC1CCCCN1c1ncnc2ccccc12 (stereo not given)	-11%	-3%	-3.0%	-8%	-11%[46.1 µM]	12%	-1%	-1%
CN1CCN(C(=O)c2cnn(-c3ccc(F)cc3F)c2C2CCN(C(=O)OC(C)(C)C)CC2)CC1	4%	-16%	-1.3%	-1%	nt	nt	nt	-5%
C=CCOc1ccc(/C(CC)=N/O)cc1OC	4%	-2%	0.7%	-14%	-5%[46.1 µM]	0%	-4%	1%
O=S(=O)(c1ccc(F)cc1)N(Cc1nc(-c2ccccc2)no1)C1CCCCC1	-5%	?	-1.9%	?	nt	nt	nt	-12%
COc1ccc(OC)c(NC(=O)[C@H]2CC=CC[C@H]2C(=O)O)c1	4%	0%	-1.1%	-10%	-9%[46.1 µM]	-5%	1%	-6%
O=C(Nc1ccc(N2CCOCC2)c(Cl)c1)C1CCCCC1	14%	2%	1.0%	-5%	-8%[46.1 µM]	5%	10%	7%

Grouped by structure: those above with bromine (2)
SMILES	TRb-SRC2 inh	TexasRed fluor	Epigenetic derep	Tau fluor cs	NPSR antag	GLA spleen mod	CBFb-RUNX1 inh	Tau FP inhib
COc1cccc(CNC(=O)CSc2ncc(S(=O)(=O)c3ccc(Br)cc3)c(=O)[nH]2)c1	2%	8%	-0.1%	-9%	nt	nt	nt	-2%
COCCCNC(NC(=O)c1ccc(Br)cc1)C(Cl)(Cl)Cl (stereo not given)	9%	-6%	-0.9%	-5%	3%[46.1 µM]	-6%	2%	0%

A portion of the library; rates above refer to the full screens.
